Compound activity as filed in PubChem BioAssay.
Lipid droplet = modulators of hepatic lipid droplet formation | AML12 mouse hepatocytes, oleate lipid droplets, BODIPY imaging | inhibition, % at 6.5 µM | 240,000 tested, 0.4% active | AID 1656;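 active = lipid droplet intensity inhibited by at least 50%, with more than 500 cells counted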
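material = mouse AML12 hepatocyte cell line, fixed after treatment | also added = 100 µM oleic acid challenge | doses = compound at 6.5 µM only | schedule = overnight exposure | technique = Image-based BODIPY and DAPI two-channel analysis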
MT stabilize HCS = microtubule stabilizers in HeLa cells | HeLa tubulin immunostaining HCS, 24 h; share of cells brighter than vehicle mean+2SD | 200,000 tested, 0.83% active | % tubulin-high responders, % at 10 µM;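 active = plate Z-score above 3 for both tubulin-high and condensed-nucleus cell shares, with cell loss under 80%, at 10 µM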;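 also: anti alpha tubulin signal scored within the nucleus-defined area of each cell; some results filed as inactive read as strong as hits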
Salmonella PhoP GFP = inhibitors of PhoP regulon expression, primary screen, Salmonella Typhimurium, GFP reporter (AID 1863); 300,000 tested, 0.16% active; one-dose inhibition, % at 50 µM; IC50 in µM for titrated hits; S. Typhimurium PhoP-regulated promoter GFP reporter, 4 h; higher % means a stronger effect;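 active = inhibition over 29.93%, a cutoff 3 SD above the screen mean, later confirmed by dose response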;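 also: 0% = low Mg2+ inducing control and 100% = high Mg2+ repressing control; strong numbers were not always called active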
T cell modulator = T cell immune modulation candidate. 2C CD8+ T cell-vesicle binding, flow cytometry; stronger effect = lower value. 330,000 tested, 0.068% active. calls only at 7 µM;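 active = response, share of CD8 T cells binding vesicles, and their 90th percentile fluorescence all below set limits, cut at about 80% in these data, passing the limit was not always enough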
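Assay system – 2C mouse CD8+ T cells · Also added – QL9-loaded Drosophila micro-vesicles · Timing – Cell–vesicle co-incubation 1.5 h at 37 °C, staining 20 min on ice · Signal – flow cytometry of vesicle-bound cells · Measure – percent CD8+ FL2 mean versus row control · Controls – Peptide-free naked vesicles (low) and QL9 vesicles with 0.7% DMSO vehicle (high)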
b-catenin transl = modulators of beta-catenin nuclear translocation; HeLa beta-catenin nuclear translocation, immunofluorescence imaging; nuclear translocation activity, % at 5 µM; 190,000 tested, 0.3% active;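 active = nuclear translocation activity above 50% at 5 µM, with a well cell count of 50 or more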;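 also: per-cell ratio of nuclear to cytoplasmic median beta-catenin stain intensity; plate controls were DMSO negative control for no effect and GSK-3 inhibitor IX positive control for full effect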
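Signal – beta-catenin immunofluorescence imaging with DAPI · Test system – human HeLa cell line · Dosing – 5 µM primary single dose, 0.1% DMSO, 0.02–20 µM confirmation series · Measure – % activation, nuclear-to-cytoplasmic median beta-catenin signal ratio per cell · Incubation – 24 h compound exposure at 37°C, 5% CO2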
Dynein transport = blocks dynein driven cargo transport along microtubules; 3617.4 mouse cells, GR-EGFP nuclear translocation imaging; test concentration mostly 20 µM; stimulated with dexamethasone, 1 µM; stronger effect = lower value; z-score, hits read low; 220,000 tested, 0.47% active;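 active = plate z-score of nuclear minus cytoplasmic receptor signal below a set negative limit, without overly bright fluorescence or cell loss, cut at about -3.5 in these data, passing the limit was not always enough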;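 also: z-score of nuclear minus cytoplasmic ring GR-EGFP intensity difference per well; some compounds called inactive have numbers as strong as hits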
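Also added: dexamethasone, 1.0 µM final. Medium: tet-free, stripped-serum medium. Detection: fixed, Hoechst-stained cells imaged at 10x for EGFP. Read-out: nuclear-to-cytoplasmic GR-EGFP distribution per well. Times: induction 48 h, compound 1 h, agonist 30 min.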
ER stress rescue = protection against thapsigargin-triggered cell killing – 384-well, CSM14.1, ATP luminescence, primary screen (AID 1222). 190,000 tested, under 10 active. cellular ATP content (survival), % at 20 µM, or EC50 in µM where a hit was titrated. CSM14.1 thapsigargin-induced death rescue, ATP luminescence; higher % means a stronger effect;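 active = EC50 below 50 µM in the dose-response confirmation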;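 also: death triggered by thapsigargin at about 15 µM added after 2 h compound pretreatment; cell ATP read after overnight thapsigargin exposure of roughly 18 to 22 hours; normalized against plate controls of thapsigargin alone and 5% DMSO vehicle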
Autophagy HCS = modulators of autophagy; MEF GFP-LC3 puncta imaging; test concentration mostly 10 µM; calls only at 10 µM (by protocol); 190,000 tested, 0.98% active; AID 463193;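 active = percentage of spot-positive cells more than 3 SD above its plate mean, without a fluorescence outlier flag or 80% toxicity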;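 also: spot-positive cell cutoff set from DMSO-treated cells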
Insulin prom up = MIN6 insulin promoter up-regulation; MIN6 insulin promoter-GFP reporter, high-content imaging; stronger effect = higher value; z-score at 5 µM; 190,000 tested, 0.3% active; AID 1625;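 active = z-score above 3 at 5 µM with at least 500 cells counted in the well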
Dynein transport cytoplasmic EGFP = further read-out of Dynein transport, marked with its call; z-score; measured here: cytoplasmic GR-EGFP intensity; stronger effect = higher value
Dynein transport nuclear GR-EGFP = further read-out of Dynein transport, marked with its call; z-score; measured here: nuclear GR-EGFP intensity;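 lower value marks the stronger effect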
Dynein transport cell count = second read-out of Dynein transport, no call of its own (marks repeat the call); z-score; measured here: cell count per field
Insulin prom up cell count = recorded beside Insulin prom up, whose call it bears; cell count; measured here: cytotoxicity, nuclei count;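 total cells summed across four imaged fields per well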
Lipid droplet cells 6.5 µM = second read-out of Lipid droplet, no call of its own (marks repeat the call); cell count; measured here: cell count, cytotoxicity flag;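 cells counted across two imaged fields per well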
b-catenin transl cell count 5 µM = further read-out of b-catenin transl, marked with its call; cell count; measured here: cell count, cytotoxicity flag
T cell modulator vesicle-bound % = further read-out of T cell modulator, marked with its call; double positive events, %; measured here: CD8+ vesicle-bound cell fraction;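 binding gate set so that unloaded-vesicle control wells show 10% double positive cells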
MT stabilize HCS Hoechst-high % = also measured in MT stabilize HCS; calls as there; % Hoechst-high responders; measured here: nuclear condensation Hoechst responders;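 share of cells brighter than vehicle mean plus two SD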
MT stabilize HCS cytotoxicity % = second read-out of MT stabilize HCS, no call of its own (marks repeat the call); toxicity, %; measured here: cytotoxicity by cell density;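 0% = mean cell density of plate MIN control wells and 100% = no cells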
Autophagy HCS cell loss 18 h = second read-out of Autophagy HCS, no call of its own (marks repeat the call); toxicity, %; measured here: cell loss, nuclei count;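 cell loss after 18 h compound exposure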
* = called active by the depositor. Not a hit list; 3% or so of the library scored in one or more.

For O=C(COc1ccc(C(=S)N2CCOCC2)cc1Cl)Nc1ccccc1Cl the results were Lipid droplet -3.5, MT stabilize HCS 2.4, Salmonella PhoP GFP -0.4%, T cell modulator inactive, b-catenin transl 0.1, Dynein transport -0.00857, ER stress rescue 2.1%, Autophagy HCS inactive, Insulin prom up -0.28, Dynein transport cytoplasmic EGFP -0.299, Dynein transport nuclear GR-EGFP 0.196, Dynein transport cell count 0.527, Insulin prom up cell count 1105, Lipid droplet cells 6.5 µM 694, b-catenin transl cell count 5 µM 1080, T cell modulator vesicle-bound % 41.9, MT stabilize HCS Hoechst-high % 1.6, MT stabilize HCS cytotoxicity % 4.2 and Autophagy HCS cell loss 18 h 1.2.
`Cc1nc(SCC(=O)O)c(C#N)c2c1CCCC2` gave Lipid droplet -0.5, Salmonella PhoP GFP -3.1%, T cell modulator inactive, b-catenin transl -0.2, Dynein transport -0.0591, Insulin prom up 0.24, Dynein transport cytoplasmic EGFP -0.263, Dynein transport nuclear GR-EGFP -0.436, Dynein transport cell count 0.308, Insulin prom up cell count 1376, Lipid droplet cells 6.5 µM 691, b-catenin transl cell count 5 µM 1230 and T cell modulator vesicle-bound % 30.4.
Screening COc1ccc(/C=N\NS(=O)(=O)c2ccc(Cl)cc2)cc1COc1ccccc1[N+](=O)[O-] returned Lipid droplet -2.8, MT stabilize HCS 3.1, Salmonella PhoP GFP 6.5%, T cell modulator inactive, b-catenin transl 1.3, Dynein transport -0.879, ER stress rescue -0.7%, Autophagy HCS inactive, Dynein transport cytoplasmic EGFP -0.21, Dynein transport nuclear GR-EGFP -0.256, Dynein transport cell count 0.378, Lipid droplet cells 6.5 µM 725, b-catenin transl cell count 5 µM 1108, T cell modulator vesicle-bound % 26.6, MT stabilize HCS Hoechst-high % 1.4, MT stabilize HCS cytotoxicity % 5.8 and Autophagy HCS cell loss 18 h -16.3.
CCCCOC(=O)CCn1[nH]c(=O)c2ccccc2c1=O was read as MT stabilize HCS 2.4, Salmonella PhoP GFP 2.2%, T cell modulator inactive, b-catenin transl -1.5, Dynein transport -1.17, ER stress rescue -0.1%, Autophagy HCS inactive, Insulin prom up -0.04, Dynein transport cytoplasmic EGFP -0.0964, Dynein transport nuclear GR-EGFP -0.537, Dynein transport cell count 0.3, Insulin prom up cell count 1063, b-catenin transl cell count 5 µM 1169, T cell modulator vesicle-bound % 24.4, MT stabilize HCS Hoechst-high % 1.6, MT stabilize HCS cytotoxicity % 6.6 and Autophagy HCS cell loss 18 h 5.9.
Cc1cc(C)cc(Nc2cc(=O)n(C3CCCCC3)c(=O)[nH]2)c1 was read as MT stabilize HCS 2.5, Salmonella PhoP GFP -6.9%, T cell modulator inactive, b-catenin transl -3.5, Dynein transport -0.261, ER stress rescue -0.8%, Autophagy HCS inactive, Insulin prom up 0.57, Dynein transport cytoplasmic EGFP -0.211, Dynein transport nuclear GR-EGFP 0.0251, Dynein transport cell count 0.231, Insulin prom up cell count 1345, b-catenin transl cell count 5 µM 825, T cell modulator vesicle-bound % 10.4, MT stabilize HCS Hoechst-high % 1.1, MT stabilize HCS cytotoxicity % 7.7 and Autophagy HCS cell loss 18 h 3.8.
For COc1ccccc1C(=O)NCCc1nc2ccccc2[nH]1 the results were MT stabilize HCS 3.4, Salmonella PhoP GFP 23.9%, T cell modulator inactive, b-catenin transl -7.1, Dynein transport -0.924, ER stress rescue -1.1%, Autophagy HCS inactive, Insulin prom up 0.09, Dynein transport cytoplasmic EGFP -0.109, Dynein transport nuclear GR-EGFP -0.302, Dynein transport cell count 0.649, Insulin prom up cell count 1132, b-catenin transl cell count 5 µM 1033, T cell modulator vesicle-bound % 47.5, MT stabilize HCS Hoechst-high % 4.2, MT stabilize HCS cytotoxicity % 3.0 and Autophagy HCS cell loss 18 h 12.3.
CCCCCCC(=O)N(O)C1CC(=O)N(c2ccc(Cl)cc2)C1=O (stereo unspecified) was read as Lipid droplet 2.5, Salmonella PhoP GFP -1.9%, T cell modulator inactive, b-catenin transl -1.3, Dynein transport -5.08*, Insulin prom up 0.71, Dynein transport cytoplasmic EGFP 2.19*, Dynein transport nuclear GR-EGFP -2.06*, Dynein transport cell count -0.0954*, Insulin prom up cell count 1121, Lipid droplet cells 6.5 µM 738, b-catenin transl cell count 5 µM 1329 and T cell modulator vesicle-bound % 38.6.
Screening O=C(Oc1ccccc1)c1ccc2nsnc2c1 returned Lipid droplet 16.6, MT stabilize HCS 3.2, Salmonella PhoP GFP 1.9%, T cell modulator inactive, b-catenin transl 5.6, Dynein transport -0.976, ER stress rescue -1.9%, Autophagy HCS inactive, Dynein transport cytoplasmic EGFP -0.238, Dynein transport nuclear GR-EGFP -0.676, Dynein transport cell count 0.598, Lipid droplet cells 6.5 µM 797, b-catenin transl cell count 5 µM 363, T cell modulator vesicle-bound % 57.0, MT stabilize HCS Hoechst-high % 3.0, MT stabilize HCS cytotoxicity % 4.8 and Autophagy HCS cell loss 18 h 4.7.
For Cc1ccc2c(N)c(C(=O)N(c3ccccc3)c3ccccc3)sc2n1 the results were Lipid droplet 14.4, MT stabilize HCS 4.5, Salmonella PhoP GFP -9.2%, T cell modulator inactive, b-catenin transl -0.3, Dynein transport -0.864, ER stress rescue -1.5%, Autophagy HCS inactive, Dynein transport cytoplasmic EGFP -0.179, Dynein transport nuclear GR-EGFP -0.399, Dynein transport cell count 1.25, Lipid droplet cells 6.5 µM 722, b-catenin transl cell count 5 µM 1114, T cell modulator vesicle-bound % 40.7, MT stabilize HCS Hoechst-high % 1.6, MT stabilize HCS cytotoxicity % 1.7 and Autophagy HCS cell loss 18 h -2.9.
`CCOC(=O)N=Nc1c(O)n(CC(=O)OC)c2ccccc12` gave Lipid droplet 0.7, MT stabilize HCS 4.1, Salmonella PhoP GFP 14.6%, T cell modulator inactive, b-catenin transl -0.3, Dynein transport 2.38, ER stress rescue -5.4%, Autophagy HCS inactive, Insulin prom up 0.51, Dynein transport cytoplasmic EGFP -0.177, Dynein transport nuclear GR-EGFP 1.68, Dynein transport cell count -1.74, Insulin prom up cell count 1399, Lipid droplet cells 6.5 µM 695, b-catenin transl cell count 5 µM 1135, T cell modulator vesicle-bound % 57.0, MT stabilize HCS Hoechst-high % 1.9, MT stabilize HCS cytotoxicity % 3.3 and Autophagy HCS cell loss 18 h 35.8.
For O=S(=O)(c1ccc(Cl)cc1)N1CCC2(CC1)CO2 the results were Lipid droplet -14.1, MT stabilize HCS 4.5, Salmonella PhoP GFP -6.9%, T cell modulator inactive, b-catenin transl -6.1, Dynein transport 0.96, ER stress rescue 3.0%, Autophagy HCS inactive, Insulin prom up 1.03, Dynein transport cytoplasmic EGFP -0.259, Dynein transport nuclear GR-EGFP 0.241, Dynein transport cell count -1.56, Insulin prom up cell count 1239, Lipid droplet cells 6.5 µM 666, b-catenin transl cell count 5 µM 1161, T cell modulator vesicle-bound % 63.8, MT stabilize HCS Hoechst-high % 1.7, MT stabilize HCS cytotoxicity % 11.8 and Autophagy HCS cell loss 18 h -1.0.
COc1ccc(NS(=O)(=O)c2ccc(O)c(C(=O)OCC(=O)NC(C)C3CC4CCC3C4)c2)cc1 (stereo unspecified) was read as Lipid droplet -7.0, MT stabilize HCS 4.4, Salmonella PhoP GFP 6.0%, T cell modulator inactive, b-catenin transl 0.3, Dynein transport 1.31, ER stress rescue -0.7%, Autophagy HCS inactive, Insulin prom up 0.05, Dynein transport cytoplasmic EGFP -0.314, Dynein transport nuclear GR-EGFP 0.971, Dynein transport cell count -1.27, Insulin prom up cell count 1171, Lipid droplet cells 6.5 µM 690, b-catenin transl cell count 5 µM 1042, T cell modulator vesicle-bound % 30.5, MT stabilize HCS Hoechst-high % 1.4, MT stabilize HCS cytotoxicity % 8.8 and Autophagy HCS cell loss 18 h 20.3.
CCOC(=O)C(NCCc1ccccc1F)(NC(=O)CC)C(F)(F)F (stereo unspecified) was read as Lipid droplet -20.2, MT stabilize HCS 1.9, Salmonella PhoP GFP -11.4%, T cell modulator inactive, b-catenin transl -1.2, Dynein transport 1.22, ER stress rescue -3.4%, Autophagy HCS inactive, Insulin prom up 0.78, Dynein transport cytoplasmic EGFP -0.244, Dynein transport nuclear GR-EGFP 0.982, Dynein transport cell count -1.17, Insulin prom up cell count 1227, Lipid droplet cells 6.5 µM 674, b-catenin transl cell count 5 µM 1023, T cell modulator vesicle-bound % 36.4, MT stabilize HCS Hoechst-high % 2.3, MT stabilize HCS cytotoxicity % 5.7 and Autophagy HCS cell loss 18 h -9.3.
For Cc1ccccc1NC(=O)NCC1CCCO1 (stereo unspecified) the results were Lipid droplet -9.5, MT stabilize HCS 1.4, Salmonella PhoP GFP 9.4%, T cell modulator inactive, b-catenin transl -2.3, Dynein transport -0.912, ER stress rescue 3.8%, Autophagy HCS inactive, Insulin prom up 0.34, Dynein transport cytoplasmic EGFP -0.0295, Dynein transport nuclear GR-EGFP -0.491, Dynein transport cell count 0.341, Insulin prom up cell count 1238, Lipid droplet cells 6.5 µM 726, b-catenin transl cell count 5 µM 1146, T cell modulator vesicle-bound % 53.7, MT stabilize HCS Hoechst-high % 1.9, MT stabilize HCS cytotoxicity % 6.1 and Autophagy HCS cell loss 18 h -7.8.
